FBW7 activator: activators of human E3 ligase FBW7; AlphaScreen FBW7–phospho-cyclin E peptide binding, activator screen; normalized activity (activation), % at 26.1 µM; hit rate 0.13% among 650,000; AID 1259310; in the data active = normalized activity above about 1.9%;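 also: purified mutant Fbw7 with reduced substrate affinity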
GPR151 activ: activates the human receptor GPR151; Q8TDV0; PathHunter beta-arrestin GPR151 cells, luminescence; activation, % at 11.2 µM; hit rate 1% among 650,000; AID 1508602; in the data active = activation above about 4.9%;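 also: 0% = median of compound wells and 100% = cells with positive control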
Target sequence (Q8TDV0 whole entry, looked up): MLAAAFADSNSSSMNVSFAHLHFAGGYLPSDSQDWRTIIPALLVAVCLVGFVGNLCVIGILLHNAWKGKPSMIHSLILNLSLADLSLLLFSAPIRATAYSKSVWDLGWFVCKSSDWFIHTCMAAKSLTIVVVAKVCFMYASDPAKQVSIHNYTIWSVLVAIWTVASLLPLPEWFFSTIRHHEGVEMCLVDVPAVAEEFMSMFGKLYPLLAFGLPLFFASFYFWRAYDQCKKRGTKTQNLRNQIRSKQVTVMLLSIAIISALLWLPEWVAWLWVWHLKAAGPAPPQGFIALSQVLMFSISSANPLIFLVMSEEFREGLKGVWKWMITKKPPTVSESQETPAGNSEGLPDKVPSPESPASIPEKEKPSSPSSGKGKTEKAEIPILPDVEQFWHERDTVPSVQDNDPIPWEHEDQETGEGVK
MITF primary: human MITF inhibition, primary screen. inhibition, % at 2.6 µM. hit rate 0.91% among 650,000. O75030. AlphaScreen MITF homodimerization, bead proximity signal; in the data active = inhibition above about 50%;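 also: 0% = vehicle wells with protein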
Target sequence (O75030 whole entry, looked up): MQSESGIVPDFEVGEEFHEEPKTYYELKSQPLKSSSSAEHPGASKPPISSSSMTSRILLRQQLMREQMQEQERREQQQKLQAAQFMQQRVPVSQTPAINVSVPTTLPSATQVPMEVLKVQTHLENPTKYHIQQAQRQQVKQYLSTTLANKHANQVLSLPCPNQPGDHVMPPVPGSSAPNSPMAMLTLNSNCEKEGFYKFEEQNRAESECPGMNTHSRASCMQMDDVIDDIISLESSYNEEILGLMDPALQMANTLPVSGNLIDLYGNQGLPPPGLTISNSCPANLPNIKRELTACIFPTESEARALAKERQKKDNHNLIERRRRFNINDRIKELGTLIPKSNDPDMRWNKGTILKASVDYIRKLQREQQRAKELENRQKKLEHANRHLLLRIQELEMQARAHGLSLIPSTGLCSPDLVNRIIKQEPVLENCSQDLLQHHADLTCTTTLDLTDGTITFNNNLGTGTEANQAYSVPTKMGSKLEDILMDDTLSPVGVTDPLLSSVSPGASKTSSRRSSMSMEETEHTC
TEAD-YAP block: TEAD-YAP interaction inhibition | HEK-TIYL cells, TEAD-Gal4/YAP UAS-luciferase luminescence | inhibition, % at 9.12 µM | hit rate 1.4% among 640,000 | AID 1259422; in the data active = inhibition above about 32%;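 also: 0% = median of test compound wells and 100% = reference inhibitor wells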
* marks the source's active call; other numbers are inactive results.

SMILES	FBW7 activator	GPR151 activ	MITF primary	TEAD-YAP block
Cc1ccc(/C=N/n2c(-c3ccccc3)n[nH]c2=S)o1	0.4	-0.5	25	1
CCCNC(=O)c1ccnc(N2CCC(N3CCOCC3)CC2)c1	0.3	-2.3	7	2
CC1CN(S(=O)(=O)c2ccc(C(=O)Nc3cc(Cl)cc(Cl)c3)cc2)CC(C)O1 (configuration not stated)	1.2	-0.4	-7	-7
N#Cc1ccc(-c2cccs2)nc1SCCN1CCOCC1	-0.1	-1.3	0	-11
Cc1cc(C(C#N)c2ccccc2F)n2ncnc2n1 (configuration not stated)	1.1	-2.4	47	-28
CCN(CC)C(=O)N1c2ccccc2Sc2ccccc21	-0.1	-2.1	0	1
COc1ccc(/C=C/C(=O)Nc2cccc([N+](=O)[O-])c2)cc1Br	0.3	0.4	11	-31
COC(=O)COc1ccc(Br)cc1C=O	0.0	-0.2	14	6
COC(=O)Nc1ccc(C)c(N2CCCCC2=O)c1	0.0	0.9	13	5
CCCC(=O)N1CCCC(c2nc3c(nnn3Cc3cccc(Cl)c3)c(=O)[nH]2)C1 (configuration not stated)	-0.1	0.0	-3	-3
CN1CCN(C(CNC(=O)c2ccco2)c2ccc(N(C)C)cc2)CC1 (configuration not stated)	0.1	0.3	3	-30
CCc1nnc2nc(-c3ccc(NC(=O)c4ccccn4)cc3)cn2c1CC	0.2	-4.3	10	-11
CCOC(=O)c1c(NC(=O)C2CC=CCC2C(=O)O)sc2c1CCC2 (configuration not stated)	0.0	-0.1	18	10
Cc1cccc(N=C2NC(=O)c3cc([N+](=O)[O-])ccc32)c1	0.1	-0.7	2	-3
COc1ccc(CNC(=O)c2cnn3c(C)c(Cc4cccc(C)c4)c(C)nc23)cc1	0.2	1.4	-2	17
C=CCOC(=O)C1=C(C)NC2=C(C(=O)CCC2)C1c1ccccc1OC(C)C (configuration not stated)	0.2	1.6	-3	-6
Cc1cc(OCCCNCC(C)O)cc(C(C)C)c1 (configuration not stated)	-0.1	0.2	50	-2
O=C(Nc1cccc(Cl)c1)c1cn(-c2ccc(F)cc2F)c(=O)c2ccccc12	0.6	1.3	8	-4
CC(C)c1cc(CN2CCN(CCC#N)CC2)cc(C(C)C)c1O	-0.4	-0.6	5	6
CCOC(=O)C1(Cc2ccccc2)CCN(Cc2ccc(NC(C)=O)cc2)CC1	0.0	-1.3	0	-2
CS(=O)(=O)Nc1ccc(C(=O)N2CCCC2)cc1	0.7	-1.9	18	7
Cn1c(=O)[nH]c(=O)c2c1nc(N1CCNCC1)n2CC(O)COc1ccc([N+](=O)[O-])cc1 (configuration not stated)	0.1	-1.3	6	12
CN(C)C(c1ccc([N+](=O)[O-])cc1)c1nnnn1-c1cccc(Cl)c1 (configuration not stated)	-0.1	-2.3	13	-2
O=C(Nc1cccc([N+](=O)[O-])c1)C1CC(=O)N(Cc2ccccc2)C1 (configuration not stated)	-0.2	-0.3	0	-5
O=[N+]([O-])c1ccccc1OCc1nc(-c2ccc(-n3cccc3)cc2)no1	-0.1	-0.2	11	4
Further results
SMILES	FBW7 activator	GPR151 activ	MITF primary	TEAD-YAP block
CCOC(=O)c1ccc(NC(=O)CSc2nc3ccccc3c(=O)n2Cc2cccs2)cc1	0.0	0.4	12	8
Oc1c(C(Nc2ccccn2)c2cccc(F)c2)ccc2cccnc12 (configuration not stated)	-0.3	0.5	0	21
COc1ccc2nc(NC(=O)c3ccc(C)c([N+](=O)[O-])c3)sc2c1	0.0	1.2	-2	-1
CCOC(=O)c1sc2c(c1NC(=O)c1cc(Cl)cc(Cl)c1OC)CCCC2	0.1	-0.8	-2	-11
COc1ccc(NC(=O)CSc2ncccc2-c2nc3ccccc3[nH]2)cc1OC	0.1	-1.0	2	-5
OCc1ccccc1-c1cnc2c(NCc3ccc4c(c3)OCO4)nccn12	0.4	0.3	20	11
O=C(CN1CCSc2ccccc21)Nc1ccc(N2CCOCC2)cc1	0.3	-1.3	0	-4
CC(=O)C1=C(O)C(=O)N(c2cccnc2)C1c1ccc2c(c1)OCO2 (configuration not stated)	0.6	-2.2	8	5
O=C(Cn1cccn1)NCc1ccc(OCc2ccccc2)cc1	-0.2	1.1	-10	-18
CCOC(=O)c1cc(C(=O)NNC(=O)/C=C/C(=O)O)c(C)nc1C	-0.1	5.3*	6	-2
COc1ccc(C(=O)NCCc2nnc3n2CCN(Cc2cc(F)cc(F)c2)CC3)cc1	0.0	1.0	-5	8
Cc1ccc(S(=O)(=O)N2CCN(c3ccc([N+](=O)[O-])c(N4CCN(Cc5ccccc5)CC4)c3)CC2)cc1	0.0	-0.6	-1	-2
CCOC(=O)C1=C(C)N=c2s/c(=C\c3cc(Br)cc(OC)c3O)c(=O)n2C1c1ccc(SC)cc1 (configuration not stated)	-0.1	1.7	2	6
O=C(NCCC1=CCCCC1)C(=O)NCC(c1ccco1)N1CCOCC1 (configuration not stated)	0.2	-0.4	12	7
COc1ccc(NC(=S)N(CCCN2CCOCC2)C2CCN(C(C)=O)CC2)cc1	0.0	2.0	10	-19
COC(=O)C(NC(=O)c1ccccc1Cl)(Nc1sc2c(c1C#N)CCC(C(C)(C)C)C2)C(F)(F)F (configuration not stated)	0.1	-0.9	-5	-5
O=[N+]([O-])c1ccc(O)c(/C=N/N=C2\CC(c3ccccc3)N=N2)c1 (configuration not stated)	0.0	0.8	11	-14
COc1ccc(N(C(C)C(=O)Nc2ccc(Br)c(C)c2)S(C)(=O)=O)cc1 (configuration not stated)	0.1	2.4	6	-6
C/C(=N/NS(=O)(=O)c1ccc(Br)cc1)c1cccc(NC(=O)C2CC2)c1	-0.1	0.1	3	-5
CN(Cc1ccc(F)cc1)c1ccc(OCC(=O)N2CCSCC2)nn1	0.0	0.2	4	9
COc1ccc2c(CNC3CCCC3)c(C(=O)O)n(Cc3ccc(F)cc3)c2c1	-0.1	-0.2	4	14
CCN(CC)S(=O)(=O)c1ccc(-c2nc(C#N)c(N3CCCC3)o2)cc1	-0.4	-1.5	-6	0
COc1cc(C(=O)NC(C)C(c2cccs2)N2CCN(C)CC2)cc(OC)c1OC (configuration not stated)	0.9	-0.3	6	4
CC(=O)Nc1ccc(C(=O)OCC(=O)Nc2ncc(Cl)cc2Cl)cc1	0.2	-0.4	11	5
Cc1ccc(C(N)=O)cc1NC(=O)c1ccc(F)cc1	-0.3	-0.4	12	14

Shown in markdown: part of the list above.
| SMILES | FBW7 activator | GPR151 activ | MITF primary | TEAD-YAP block |
| --- | --- | --- | --- | --- |
| CCc1nnc2nc(-c3ccc(NC(=O)c4ccccn4)cc3)cn2c1CC | 0.2 | -4.3 | 10 | -11 |
| CCOC(=O)c1c(NC(=O)C2CC=CCC2C(=O)O)sc2c1CCC2 (configuration not stated) | 0.0 | -0.1 | 18 | 10 |
| Cc1cccc(N=C2NC(=O)c3cc([N+](=O)[O-])ccc32)c1 | 0.1 | -0.7 | 2 | -3 |
| COc1ccc(CNC(=O)c2cnn3c(C)c(Cc4cccc(C)c4)c(C)nc23)cc1 | 0.2 | 1.4 | -2 | 17 |
| C=CCOC(=O)C1=C(C)NC2=C(C(=O)CCC2)C1c1ccccc1OC(C)C (configuration not stated) | 0.2 | 1.6 | -3 | -6 |
| Cc1cc(OCCCNCC(C)O)cc(C(C)C)c1 (configuration not stated) | -0.1 | 0.2 | 50 | -2 |
| O=C(Nc1cccc(Cl)c1)c1cn(-c2ccc(F)cc2F)c(=O)c2ccccc12 | 0.6 | 1.3 | 8 | -4 |

(continued)
SMILES	FBW7 activator	GPR151 activ	MITF primary	TEAD-YAP block
COC(=O)C1=C(C)NC(=O)/C1=C\c1ccc(Br)cc1	0.0	-0.8	-9	-1
CCOC(=O)C1=C(C)NC2=C(C(=O)CC(C)(C)C2)C1c1ccccc1 (configuration not stated)	0.0	-1.5	-25	5
O=C(O)c1cc(N2C(=O)C3C4C=CC(C5CC45)C3C2=O)ccc1Cl (configuration not stated)	-0.1	0.3	5	-7
CCOC(=O)CSc1nc(N)nc(C)c1Cl	0.2	-1.3	-6	-11
CC(C)C[C@H](NC(=O)[C@@H]1O[C@H]1C(=O)O)C(=O)NCCCCN=C(N)N	0.1	-0.4	1	1
Cc1ncc(CO)c2cc(-c3nnc(Nc4cccc5ccccc45)s3)c(=O)oc12	-0.2	1.3	9	0
CCOC(=O)C1=CN(c2ccc(C)cc2)C=C(C(=O)OCC)C1c1cccc(C(F)(F)F)c1	0.0	1.0	1	6
CN(C)c1ccc(CCN2CCC(c3nc(-c4ccncc4)no3)CC2)cc1	-0.3	0.6	8	-1
CC(=O)Nc1ccccc1NC(=O)COc1ccccc1C	-0.1	-0.4	1	-2
COc1ccc(Br)cc1C(=O)Nc1ccc(F)c([N+](=O)[O-])c1	0.0	-1.7	-14	4
CCc1ccccc1N(CC(=O)Nc1ccc(CC#N)cc1)S(C)(=O)=O	0.6	4.0	-22	-9
Cc1c(Cc2ccccc2)c(=O)oc2c(C)c(OCC(N)=O)ccc12	0.7	-0.4	16	4
Cc1[nH]c2ccc(F)cc2c1C(=O)CCl	0.5	1.4	-3	15
O=C(O)COc1ccc(/C=C/c2ccc3cccc([N+](=O)[O-])c3n2)cc1	0.0	-0.6	2	5
CCCCOc1ccc(S(=O)(=O)NC(=O)NCc2ccc(OCC)cc2)cc1	0.0	-0.3	-1	-6
Cc1ccc2nc(-c3ccccc3)nc(-c3ccc([N+](=O)[O-])cc3)c2c1	-0.1	-1.4	4	5
CC(=O)COc1nc2c(OCc3ccccc3)c(C)c(C)nc2o1	0.1	1.3	15	4
COc1cc2nc(-c3ccccc3)nc(Nc3ccc(N4CCOCC4)cc3)c2cc1OC	-0.2	-0.3	1	11
COc1ccc(C2C3=C(CC(C)(C)CC3=O)OC23C(=O)CC(C)(C)CC3=O)cc1 (configuration not stated)	0.0	1.2	10	0
CN(C)c1ccc2nc3c(nc2c1)C(=O)c1ccccc1C3=O	-0.1	-2.0	-8	-20
CCOC(=O)N1CCN(C(=O)C(NC(=O)c2ccc(CC)cc2)C(C)C)CC1 (configuration not stated)	0.2	3.8	1	5
Cc1ccc(S(=O)(=O)NCCNc2nc3cc4c(cc3cc2C#N)OCO4)cc1	0.2	0.8	-15	3
CCOC(=O)c1c(NC(=O)C(C)Sc2nnc(CNC(=O)c3ccc(OC)cc3)n2-c2ccc(OCC)cc2)sc2c1CCC2 (configuration not stated)	-0.1	-0.3	0	3
CCN(CC)C(=O)Cc1c[nH]c2c(F)c(F)c(F)c(F)c12	0.0	-1.4	0	8
COc1ccc(C2CC(=O)C3=C(C2)Nc2ccccc2NC3c2ccccc2Br)cc1OC (configuration not stated)	0.3	-0.8	9	5
Next records
SMILES	FBW7 activator	GPR151 activ	MITF primary	TEAD-YAP block
CCOC(=O)c1c(C)[nH]c(C(=O)COC(=O)CSC)c1C	0.0	1.9	10	-3
COC(=O)C1(CCSC)NC(c2ccccc2F)C2C(=O)N(C)C(=O)C21 (configuration not stated)	0.0	-0.2	21	-1
CC(C)(C)NC1CC(=O)N(c2ccc(Br)cc2)C1=O (configuration not stated)	0.0	2.7	0	-11
Cc1ccc(NC(=O)c2cnn3c2NC(c2ccc(C)cc2)CC3C(F)(F)F)cc1 (configuration not stated)	-0.1	-0.1	-4	-6
Cc1ccc(NC(=O)/C(=C/c2cccc([N+](=O)[O-])c2)NC(=O)c2ccc(F)cc2Cl)c(C)c1	-0.2	-0.8	2	8
COc1ccc(OC)c(NC(=O)C23CCC(C)(C(=O)C2)C3(C)C)c1 (configuration not stated)	-0.1	1.2	9	-1
O=C(NNc1nc(-c2ccccc2)c2cc(Cl)ccc2n1)c1ccccc1	0.5	-0.1	-4	11
CCN(Cc1ccccc1)C(=O)Nc1ccc(-c2cn[nH]c2)cc1OCCN1CCCC1	0.2	0.3	16	-7
CC(=O)Nc1ccc(S(=O)(=O)CO)cc1	0.0	3.7	5	8
Cc1ccc(C2=NC3(CCN(C(C)C)CC3)NC(c3ccccc3O)C2)cc1 (configuration not stated)	0.1	0.2	11	-82
CCOc1ccc(S(=O)(=O)n2ccnc2C)cc1	-0.2	-0.9	-12	1
CC(=O)NNC(=O)c1cccc(I)c1	1.4	-0.5	6	12
O=C(CC(O)(c1ccccc1)C(F)(F)C(F)F)c1cccs1 (configuration not stated)	-0.1	4.1	-4	-4
CCN(CC)C(=O)CN1CCCC(c2[nH]ncc2-c2cc(C)no2)C1 (configuration not stated)	0.2	0.7	8	-1
CN1CCCCC1C(=O)NCC1Cc2cc(F)cc(-c3ccccn3)c2O1 (configuration not stated)	0.3	1.4	-5	2
O=C(Cn1ccc([N+](=O)[O-])n1)NCc1ccccn1	0.1	-0.4	3	4
CCCn1nnnc1SCC(=O)NNC(=O)C1CCCCC1	-0.2	-0.9	10	0
O=C1CN(C(=O)c2ccc(N3CCCCC3)c([N+](=O)[O-])c2)c2ccccc2N1	-0.2	0.7	-1	-1
O=C(C1=NNC2C(=O)N(c3ccccc3)C(=O)C12)c1cccnc1 (configuration not stated)	0.3	-0.4	32	-8
COc1ccc2c(c1)C(C)CC(C)(C)N2C(=O)CNCCN1CCOCC1 (configuration not stated)	-0.3	0.5	88*	1
CN(C)c1ccc(C2N=C(N)Nc3nc4ccccc4n32)cc1 (configuration not stated)	0.4	-0.4	22	4

Full records, looked up by structure. Order of screens: FBW7 activator, GPR151 activ, MITF primary, TEAD-YAP block
CCOC(=O)C1(Cc2ccccc2)CCN(Cc2ccc(NC(C)=O)cc2)CC1 is listed with 0.0, -1.3, 0, -2
CN1CCCCC1C(=O)NCC1Cc2cc(F)cc(-c3ccccn3)c2O1 (configuration not stated) is listed with 0.3, 1.4, -5, 2

Bioassay records deposited in PubChem by The Scripps Research Institute Molecular Screening Center.
